From PubChem BioAssay
ABHD5 PLIN5 PPI: ABHD5-PLIN5 protein interaction inhibition; Split G. princeps luciferase complementation, luminescence, 4 h; inhibition, % at 4 µM; 360,000 tested, 0.78% active; Q00G26+Q8WTS1; AID 602281;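 active means inhibition above the mean inhibition across every tested compound plus 3 SD, cut at about 22% in these data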;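 further: 0% = DMSO only wells and the 100% control is not disclosed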
Target sequence (Q00G26 whole entry, looked up): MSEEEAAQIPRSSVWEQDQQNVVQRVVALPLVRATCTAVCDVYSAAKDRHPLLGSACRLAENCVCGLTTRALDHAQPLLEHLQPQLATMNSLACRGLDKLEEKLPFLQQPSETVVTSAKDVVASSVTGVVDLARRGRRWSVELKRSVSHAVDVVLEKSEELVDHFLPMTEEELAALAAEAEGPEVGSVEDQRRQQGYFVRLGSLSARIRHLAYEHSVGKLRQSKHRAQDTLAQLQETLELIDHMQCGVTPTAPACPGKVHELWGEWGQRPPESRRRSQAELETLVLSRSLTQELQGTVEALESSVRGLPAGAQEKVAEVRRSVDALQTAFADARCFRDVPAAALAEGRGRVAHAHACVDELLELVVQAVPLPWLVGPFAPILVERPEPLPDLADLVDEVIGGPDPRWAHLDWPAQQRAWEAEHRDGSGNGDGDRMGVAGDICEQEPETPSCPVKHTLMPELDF
Target sequence (Q8WTS1 whole entry, looked up): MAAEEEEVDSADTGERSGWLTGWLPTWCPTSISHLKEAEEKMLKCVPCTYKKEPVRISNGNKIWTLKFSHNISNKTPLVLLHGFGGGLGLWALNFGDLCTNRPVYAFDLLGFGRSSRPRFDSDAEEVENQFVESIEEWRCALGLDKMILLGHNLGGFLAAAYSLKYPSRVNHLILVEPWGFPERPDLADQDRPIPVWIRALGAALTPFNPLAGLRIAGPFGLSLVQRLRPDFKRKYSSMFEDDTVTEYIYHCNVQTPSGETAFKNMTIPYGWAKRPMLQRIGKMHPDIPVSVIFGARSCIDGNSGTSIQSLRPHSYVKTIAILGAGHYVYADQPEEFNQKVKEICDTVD
N-glyco inh: blocks N-linked glycosylation in D54 reporter cells; 360,000 tested, 0.23% active; AID 588692; D54 ERlucT glycosylation luciferase reporter, 24 h; percent of 100 nM tunicamycin response; reporter increase, % at 12.5 µM;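 active means mean luciferase reporter signal, scaled so untreated is 0 and the glycosylation-blocking control 100, at or above a set limit in every replicate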;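 further: luciferase carries N-glycosylation sites so blocking glycosylation raises the light; 0% = median of neutral control wells and 100% = median of 100 nM tunicamycin wells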
PDI inh: PDI (human) enzyme inhibition; PDI insulin aggregation turbidity, A650, 90 min; 350,000 tested, 0.052% active; AID 588391; inhibition, % at 10 µM; P07237;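 active means mean inhibition across replicates of 30% or more, whatever share of single replicates reach that level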;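 further: absorbance from insulin aggregation driven by PDI reduction with DTT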
Cardio protect: protects H9c2 cardiomyocytes from peroxide injury; AID 588492; protection from H2O2 cell death, % at 20 µM; H2O2 injury protection, ATPLite, 2 h; 360,000 tested, 0.63% active;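 active means compounds giving at least 50% protection of heart cells from peroxide-induced death in the single-dose screen, raw or plate-pattern-corrected value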;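 further: 0% = DMSO wells with peroxide and 100% = DMSO wells without peroxide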
MC4R ag barr: human MC4R agonism via beta-arrestin | P32245 | U2OS MC4R beta-arrestin complementation, luminescence; percent of melanotan II response, DMSO zero | 360,000 tested, 0.98% active | activation, % at 8.9 µM;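 active means activation above a per-plate cutoff, the mean activation of sample wells on that plate plus 3 SD, cut at about 8% in these data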
ABCB6 inh 2: human ABCB6 transporter inhibition | Q9NP58 | K562-ABCB6 porphyrin accumulation, flow cytometry, 1 h; stronger effect = lower value | fluorescence ratio to DMSO, % at 10 µM | 360,000 tested, 0.19% active | AID 602162;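 active means fluorescence ratio to DMSO below 75%, the collection mean minus 3 SD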;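 further: signal is porphyrin accumulated inside mitochondria; 100% equals median channel fluorescence of DMSO control wells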
Exocytosis inh: blocks lytic granule exocytosis | AID 651702 | TALL-104 LAMP-1 surface exposure, flow cytometry; cells stimulated with thapsigargin and PMA | 360,000 tested, 0.66% active | inhibition, % at 10 µM;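 active means inhibition above about 55%, limit read from the data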
HTR2A ag: activates the mouse 5-HT2A serotonin receptor | 360,000 tested, 0.66% active | activation, % at 7.6 µM | CHO-K1 mHTR2A beta-arrestin complementation, luminescence; percent of 30 µM serotonin response | P35363 | AID 624169;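 active means activation above a run cutoff, the mean activation of all tested compounds plus 3 SD, cut at about 14% in these data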;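 further: 0% = plate median of compound wells and 100% = 30 µM serotonin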
MC4R antag cAMP: human MC4R antagonism in cAMP assay | MC4R-expressing cells, MTII-stimulated cAMP, LANCE TR-FRET | inhibition, % at 6.5 µM | 360,000 tested, 0.48% active | AID 540295;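 active means inhibition above its plate's cutoff, the mean of tested wells on that plate plus 3 SD, cut at about 29% in these data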;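 further: 0% = Melanotan II alone and 100% = Melanotan II plus saturating MCL0020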
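Assay system: human MC4R-expressing U2OS cells; reagent: Melanotan II stimulation of cells; dosing: 6.5 µM single dose; timing: compound 30 min, challenge 1 h, detection 1 h; signal: TR-FRET cAMP assay; replicates: one well per compound, no replicates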
CaV13 FRET inh: Disruptors of the CACNA1D IQ motif to Ca2+-dependent inactivation inhibitor domain association, primary screening, Förster resonance energy transfer in intact living …; inhibition, % at 12.3 µM; AID 743397; 340,000 tested, 0.098% active; HEK cells, CFP/YFP FRET ICDI-IQ, plate reader, 10 min; percent FRET-ratio fall versus neutral wells;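 active means mean replicate inhibition of at least 30% and at least 1% of replicates passing that level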;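 further: 0% = median of the neutral control wells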
The depositor's hits bear a star; i = inactive; nt = not tested or not shown.

SMILES | ABHD5 PLIN5 PPI | N-glyco inh | PDI inh | Cardio protect | MC4R ag barr | ABCB6 inh 2 | Exocytosis inh | HTR2A ag | MC4R antag cAMP | CaV13 FRET inh
COc1ccc(/C=C(\C#N)C(=O)Nc2cc(S(=O)(=O)N3CCCCC3)ccc2N2CCCCC2)cc1 | 0 | -1 | -3 | -2 | -0.5 | 99 | 0 | 1 | 11 | -6
CCOC(=O)c1c(C)c(C(=O)NCc2ccc3c(c2)OCO3)c(C)n1C | 6 | -2 | 0 | 1 | -1.7 | 95 | 0 | -3 | -2 | -4
O=C(Nc1ccccc1Oc1ccccc1)c1cnccn1 | -4 | 1 | 6 | -2 | -0.8 | 100 | 1 | -1 | -3 | -7
COC(=O)c1nn(-c2nc(-c3cccc(OC)c3)cc(C(F)(F)F)n2)cc1[N+](=O)[O-] | 3 | -1 | 4 | 0 | 1.5 | 99 | 0 | -3 | 6 | -14
Cc1ccc(S(=O)(=O)c2c(N)n(/N=C/c3ccco3)c3nc4ccccc4nc23)cc1C | 7 | -1 | 7 | -2 | 0.7 | 121 | -2 | 5 | 5 | nt
CC(C)CC1CC(=O)OC1(C)C(=O)CSc1nc2ccccc2s1 (centres undefined) | -4 | 1 | -8 | -11 | -0.9 | 95 | 1 | -1 | 7 | -5
Cc1ccc(-c2nc3ncccc3o2)cc1NC(=O)c1sc2ccccc2c1Cl | 5 | -2 | 5 | -13 | 1.3 | 77 | 0 | -5 | 1 | -8
CN(C)C(=O)c1ccc(NC(=O)COc2cccc3c2OC(C)(C)C3)cc1 | 15 | 2 | 4 | 4 | -4.4 | 104 | -2 | 2 | 10 | -4
O=C(CCN1C(=O)C2C3C=CC(C3)C2C1=O)Nc1ccc2ncccc2c1 (centres undefined) | 1 | 2 | 1 | 3 | -0.7 | 97 | -3 | -2 | 9 | -6
COc1cc(-c2nc3ccccn3c2NCc2ccccc2)ccc1SC1CCCCC1 | -5 | -9 | -5 | 0 | -0.3 | 99 | -8 | -8 | 12 | nt
CN(C)C(=O)c1ccc(-n2cccn2)nc1 | -7 | 1 | 3 | 2 | -2.2 | 99 | 4 | 1 | 9 | -5
CN(Cc1cccs1)C(=O)c1cc(S(=O)(=O)N2CCOCC2)ccc1N1CCCC1 | -2 | 3 | 5 | 12 | -0.4 | 91 | 2 | -5 | -3 | -17
O=C(NCc1ccccc1)C1=C[C@@H](c2coc3ccccc3c2=O)C[C@@H](OCCCCO)O1 | -3 | 1 | 2 | 5 | -1.0 | 95 | 1 | -5 | 0 | -6
CN1CC(=O)N(CC(=O)N2N=C(c3ccc(Cl)cc3)CC2c2ccco2)C1=O (centres undefined) | 7 | 2 | 4 | -7 | 0.3 | 103 | -1 | 2 | 12 | -2
CCOC(=O)N1CCC(NC(=O)C2CCN(C(=O)N3CC(C)Oc4ccccc43)CC2)CC1 (centres undefined) | 1 | 2 | 2 | 5 | -2.3 | 102 | 1 | 0 | 2 | -5
COCCNC(=O)c1ccc(CS(=O)(=O)c2c(Cl)cccc2Cl)o1 | -2 | -6 | nt | 17 | -0.6 | 95 | -11 | 2 | -3 | -4
COc1cccc(/C=c2/s/c(=C(\C#N)C(=O)N3CCOCC3)n(-c3ccccc3)c2=O)c1 | 1 | 0 | -2 | 6 | 3.0 | 96 | -1 | 5 | 21 | -4
Cc1cccc(NC(=O)CNC(=O)CNC(=O)Cc2ccccc2)c1 | -4 | 5 | -9 | 4 | -3.6 | 91 | -2 | -2 | 2 | -5
COc1ccc([C@H]2CC(=O)C=C(c3ccc(C)c(F)c3)C2)cc1 | -4 | -1 | -3 | -7 | -1.9 | 97 | -6 | -8 | 5 | -4
Nc1cc(=O)[nH]c(SCC(=O)N2CCCc3ccccc32)n1 | 2 | 0 | 7 | 2 | -0.6 | 94 | 2 | 0 | -3 | -8
CCN(CC)CCn1c(NCc2ccc(OC)cc2)nc2ccccc21 | 2 | nt | 9 | -8 | -0.4 | 84 | -1 | -3 | 1 | -4
Cc1[nH]c(=O)[nH]c1C(=O)CCCCC(=O)O | 7 | 1 | 0 | -2 | 2.8 | 105 | -2 | 5 | -2 | -5
CN(C)/C=C1\C(=O)NN=C1c1ccccc1 | -6 | -1 | -3 | 9 | 0.1 | 97 | -1 | 0 | 16 | -6
COc1cc2c(cc1OC)/C(=C/C(=O)OCc1ccccc1)OC2 | -1 | nt | nt | nt | nt | nt | 1 | 1 | nt | -10
COc1ccc(NC(=O)CCC(=O)Nc2ccc3nc(N4CCOCC4)cc(C)c3c2)c(OC)c1 | 0 | -2 | -2 | 0 | -1.1 | 174 | 4 | -3 | 6 | -4
CC(=O)NC(c1ccc(C(C)C)cc1)c1ccc2cccnc2c1O (centres undefined) | 16 | -10 | -1 | 19 | -4.1 | 104 | 20 | -17 | -6 | -5
COc1ccc(C(=O)OC(C)C(=O)NC2CCCC2)cc1S(=O)(=O)N1CCOCC1 (centres undefined) | -10 | 0 | -4 | 8 | -1.6 | 100 | -3 | -6 | 19 | -5
Cc1ccccc1N1C(=O)CSC1=C(C#N)C#N | -4 | 3 | 24 | 3 | -0.4 | 97 | 1 | -1 | 10 | -6
COc1ccc(-c2cc(OC)c3ccccc3n2)cc1 | -3 | 2 | 3 | -4 | -4.1 | 94 | 3 | 0 | -5 | -9
CC1CCN(CCNC(=O)C2CCCN(c3ncnc4c3nc3n4CCCCC3)C2)CC1 (centres undefined) | 3 | -1 | 4 | 7 | -3.0 | 99 | 1 | -8 | 3 | -3
O=C(Nc1ccncc1)c1ccc(Cl)c(S(=O)(=O)N2CCc3ccccc32)c1 | -6 | 1 | -6 | -15 | 1.6 | 97 | 11 | -5 | 5 | -6
Nc1nc(O)c(CC(=O)O)s1 | -1 | 0 | -1 | 1 | -0.8 | 97 | 9 | -7 | 26 | -5
CCCn1nc(C(=O)Nc2cccc(S(=O)(=O)N(C)c3ccccc3)c2)c2ccccc2c1=O | 7 | -14 | -12 | 2 | 2.0 | 88 | 12 | 8 | 12 | -5
O=C1CCC/C(=N\NC(=O)c2ccc(CSc3cccc4cccnc34)cc2)C1 | 5 | -1 | 0 | 13 | -2.0 | 95 | 7 | 4 | -2 | 1
CN(C)CCNC(=O)c1ccc2c(=O)n(Cc3ccc(Cl)cc3)c(=S)[nH]c2c1 | -4 | -5 | -1 | 3 | -1.3 | i | 5 | -7 | 12 | -15
C/C(=N\NC(=O)c1nnn(-c2nonc2N)c1C)c1ccc(-c2ccccc2)cc1 | 6 | -1 | -7 | -4 | 1.4 | 101 | -8 | 0 | 13 | -2
COc1ccccc1N1CC(C(=O)Nc2nnc(SCC(=O)NCC3CCCO3)s2)CC1=O (centres undefined) | 4 | 1 | -4 | 2 | 4.3 | 100 | -6 | 8 | 21 | nt
Cc1onc(-c2ccccc2)c1C(=O)N1CCCc2ccccc21 | 2 | -2 | 1 | 4 | -1.4 | 96 | -2 | 3 | 7 | nt
Cc1ccc(-c2nnc3n2N=C(c2ccc(Br)cc2)CS3)cc1 | -2 | -2 | nt | -14 | 7.6 | 100 | 0 | -3 | 1 | -4
CC(C)(C)C(=O)N1CCC(O)(CS(=O)(=O)c2ccc(Cl)c(Cl)c2)CC1 | 1 | 0 | 1 | -7 | -0.7 | 103 | -9 | -1 | 4 | -6
COc1cc2c(oc(=O)c3cc(C)cc(OC)c32)c2c(C3OC(C)C(O)C(C)(O)C3O)ccc(O)c12 (centres undefined) | -2 | -2 | -1 | 36 | -1.1 | 105 | 30 | -3 | -4 | -7
COc1ccc(NC(=O)CCN2C(=O)c3ccncc3C2=O)cc1OC | 2 | -1 | 4 | 10 | 0.3 | 103 | -1 | 0 | 14 | 3
OC(CN=c1sc2ccccc2n1CC(O)COc1ccccc1)COc1ccccc1 (centres undefined) | 2 | nt | -3 | -20 | -0.4 | 82 | 91* | -3 | 2 | -5
O=C(OCC(=O)N1CCN(C(=O)c2ccco2)CC1)c1ccc(Cl)nc1 | 8 | -1 | 11 | 8 | -0.8 | 92 | 3 | 13 | 5 | -6
CCCCCN(C(=O)CCC(=O)OCC(=O)NCCc1ccccc1)c1c(N)n(CCCC)c(=O)[nH]c1=O | 6 | 2 | -2 | 0 | 1.5 | 93 | -3 | 2 | 4 | -5
Cc1cc2ccccc2nc1-c1ccccc1F | -2 | -2 | -5 | 4 | -1.7 | 84 | 15 | 4 | 2 | -5
O=[N+]([O-])c1ccc(Oc2cccc3cccnc23)c(Cl)c1 | 3 | 3 | -3 | -6 | 0.8 | 93 | -20 | -2 | -6 | -5
CN(C)c1ccc(/C=C(/C#N)C(=O)NCc2ccccc2)o1 | 7 | 3 | 7 | 13 | -1.4 | 122 | -3 | -6 | -9 | -4

Entries from the list above containing fluorine (three):
SMILES | ABHD5 PLIN5 PPI | N-glyco inh | PDI inh | Cardio protect | MC4R ag barr | ABCB6 inh 2 | Exocytosis inh | HTR2A ag | MC4R antag cAMP | CaV13 FRET inh
COC(=O)c1nn(-c2nc(-c3cccc(OC)c3)cc(C(F)(F)F)n2)cc1[N+](=O)[O-] | 3 | -1 | 4 | 0 | 1.5 | 99 | 0 | -3 | 6 | -14
COc1ccc([C@H]2CC(=O)C=C(c3ccc(C)c(F)c3)C2)cc1 | -4 | -1 | -3 | -7 | -1.9 | 97 | -6 | -8 | 5 | -4
Cc1cc2ccccc2nc1-c1ccccc1F | -2 | -2 | -5 | 4 | -1.7 | 84 | 15 | 4 | 2 | -5

The list continues.
SMILES | ABHD5 PLIN5 PPI | N-glyco inh | PDI inh | Cardio protect | MC4R ag barr | ABCB6 inh 2 | Exocytosis inh | HTR2A ag | MC4R antag cAMP | CaV13 FRET inh
O=C(COC(=O)/C=C/c1nc2ccccc2s1)Nc1ccccc1Oc1ccccc1 | 2 | 1 | 0 | -5 | -1.9 | 93 | -2 | -3 | -8 | -4
Cn1c(=O)oc2cc(S(=O)(=O)Nc3cccc([N+](=O)[O-])c3)ccc21 | -2 | 1 | 12 | -2 | -0.5 | 97 | -9 | 2 | -8 | -3
NS(=O)(=O)CCCc1ccccc1 | 2 | 4 | 1 | 7 | -1.4 | 95 | 2 | -1 | -1 | -4
COc1ccc(NC(=O)c2cnc(NS(=O)(=O)c3ccccc3)nc2)cc1 | 1 | 1 | -9 | 7 | -1.3 | 101 | -5 | -3 | 2 | -7
C#CCN1C(=O)S/C(=C\c2cc3c(cc2OC)OCO3)C1=O | -2 | 4 | 1 | -4 | 1.2 | 99 | 11 | 2 | 4 | -24
C/C(=N/NS(=O)(=O)c1cccc([N+](=O)[O-])c1)c1ccncc1 | -4 | 3 | 2 | -3 | -2.4 | 92 | -1 | -4 | 2 | -3
O=C(Cc1cccs1)NCc1ccc(Cl)cc1Cl | 1 | -2 | -3 | -8 | -0.9 | 99 | -6 | 0 | 4 | -4
COc1ccc(C(=O)N/N=C2/SCC(=O)N2Cc2ccc3c(c2)OCO3)cc1OC | 5 | 2 | -9 | 8 | 0.8 | 98 | -3 | 3 | 9 | nt
CC(=O)N1CCC2(CC1)C(C#N)=C(N)Oc1c2sc2nc(C)cc(C)c12 | 1 | 0 | -2 | 16 | 1.0 | 100 | -3 | 2 | -2 | nt
